MEX-5 binding: C. elegans MEX-5 TCR-2 RNA binding activity | Q9XUB2 | MEX-5/FITC-TCR2 RNA binding, fluorescence polarization; hits give low values | activity score (negative = inhibition of binding), % at 10 µM | 0.38% of 300,000 active | AID 1832;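 active = inhibition past about -25% in most replicates, and total fluorescence under double the plate's negative control median, limit read from the data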;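 also: 0% = DMSO and -100% = 5 µM competing unlabeled TCR2 RNA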
ZTA counter: blocks Epstein-Barr virus ZTA, an EBNA-1 counter-screen. inhibition, % at 11 µM. P03206. ZTA-DNA binding, fluorescence polarization. 0.15% of 320,000 active. AID 2234; in the data active = inhibition above about 33%
CR mimetic SO: yeast age-related superoxide inhibition as caloric restriction mimetic | S. cerevisiae aged cells, superoxide DHE fluorescence; hits give low values | superoxide response (% of plate mean), % at 10 µM | 0.18% of 330,000 active;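 active = superoxide response under a set limit, about three screen SD below normal, cut at about 65% in these data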;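 also: yeast aged for seven days with compound at 30 °C before DHE staining; 100% = average MFI of all compound-treated wells on the plate with controls excluded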
BCLXL inh: inhibitors of human Bcl-xL | 0.7% of 320,000 active | AID 2129 | GST-Bcl-xL / FITC-Bim BH3 peptide fluorescence polarization | inhibition, % at 10.9 µM | Q07817;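 active = inhibition above the mean of all tested compounds plus 3 SD, cutoff set per campaign, cut at about 30% in these data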;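 also: 0% = DMSO wells and 100% = unlabeled Bim-BH3 peptide competitor; inhibitors lower millipolarization by displacing the labeled peptide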
EBNA-1 inh: blocks EBNA-1 binding to DNA; EBNA-1 DNA binding, fluorescence polarization; inhibition, % at 14.8 µM; 0.34% of 300,000 active; AID 1950; in the data active = inhibition above about 28%
MCL1 BIM primary: MCL1-BIM-BH3 interaction inhibition (human); AID 2057; GST-MCL1 / FITC-Bim-BH3 fluorescence polarization; inhibition, % at 10.9 µM; 0.68% of 320,000 active;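 active = inhibition above the mean inhibition of all tested compounds plus 3 SD, set per campaign, cut at about 40% in these data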;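 also: 0% = DMSO wells and 100% = unlabeled Bim-BH3 peptide control; higher means more loss of mP so more displacement of Bim peptide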
Target sequence (Q07820 whole entry, looked up): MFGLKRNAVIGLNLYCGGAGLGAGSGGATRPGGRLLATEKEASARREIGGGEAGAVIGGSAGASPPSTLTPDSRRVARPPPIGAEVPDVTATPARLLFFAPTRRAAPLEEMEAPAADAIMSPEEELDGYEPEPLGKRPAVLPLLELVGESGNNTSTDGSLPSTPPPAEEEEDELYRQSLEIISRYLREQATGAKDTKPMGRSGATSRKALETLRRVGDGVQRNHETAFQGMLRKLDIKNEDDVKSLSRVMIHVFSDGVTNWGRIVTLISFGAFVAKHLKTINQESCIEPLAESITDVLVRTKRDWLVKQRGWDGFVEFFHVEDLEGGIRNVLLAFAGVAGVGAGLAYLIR
GLD-1 TGE inh: GLD-1-TGE RNA interaction inhibition (C. elegans) | 0.44% of 320,000 active | inhibition, % at 5.96 µM | purified GLD-1 + fluorescein TGE RNA, fluorescence polarization | Q17339;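 active = percent inhibition above a per-plate cutoff, the plate mean of test compounds plus 3 SD, cut at about 30% in these data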;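 also: 0% = DMSO wells with GLD-1 and probe and 100% = wells lacking GLD-1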
Target sequence (Q17339 whole entry, looked up): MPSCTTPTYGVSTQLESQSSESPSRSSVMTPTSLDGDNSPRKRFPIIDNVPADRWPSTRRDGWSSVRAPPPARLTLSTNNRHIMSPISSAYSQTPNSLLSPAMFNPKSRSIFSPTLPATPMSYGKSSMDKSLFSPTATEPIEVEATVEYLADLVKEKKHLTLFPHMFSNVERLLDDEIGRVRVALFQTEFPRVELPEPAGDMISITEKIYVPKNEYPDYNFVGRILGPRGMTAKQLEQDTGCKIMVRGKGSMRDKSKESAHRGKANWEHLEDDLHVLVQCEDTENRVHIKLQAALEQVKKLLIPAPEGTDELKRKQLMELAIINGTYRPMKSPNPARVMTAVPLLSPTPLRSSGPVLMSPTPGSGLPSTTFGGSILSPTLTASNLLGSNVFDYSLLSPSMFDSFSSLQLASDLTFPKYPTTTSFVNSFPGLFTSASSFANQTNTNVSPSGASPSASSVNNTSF
Efflux pump inh: inhibitors of Candida antifungal efflux pumps expressed in yeast; S. cerevisiae Candida pump triplex, Nile Red efflux; inhibition, % at 10 µM; 0.44% of 330,000 active; AID 485275;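 active = plate passing quality check with inhibition over a set limit, or well fluorescence over plate mean plus 4 SD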;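 also: Nile Red retained in pooled yeast measured as flow cytometry median fluorescence; 0% = buffer negative control and 100% = Enniatin B positive control; higher means more Nile Red kept so more efflux inhibition; some compounds called inactive have numbers as strong as hits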
Fam108B inh: counter-screen for RBBP9 inhibitors: inhibitors of mouse Fam108B | inhibition, % at 9.51 µM | 0.33% of 300,000 active | AID 1947 | recombinant Fam108B, FP-Rh probe fluorescence polarization;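 active = inhibition above the screen mean inhibition plus 3 SD, computed separately per campaign, cut at about 18% in these data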;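 also: inhibitors lower polarization as less probe binds the enzyme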
Active calls of the source: *; . = no result given. Compounds as they come, and some 2.3% of all compounds hit somewhere here.

[1] CC(=O)OC1COC(n2ccc3ccccc32)C(OC(C)=O)C1OC(C)=O (centres undefined)
[2] COc1ccc(NS(=O)(=O)c2ccc(NC(=O)C(C)(C(F)(F)F)C(F)(F)F)cc2)nn1
[3] Cc1ccc(CSc2nnc(-c3cccnc3)n2N)cc1
[4] Cc1c(C(=O)N2CCCC(C(F)(F)F)C2)oc2ccccc12 (centres undefined)
[5] Cc1nnc(Oc2ccccc2F)c2ccccc12
[6] CCn1c(SCC(=O)Nc2cc(C)on2)nc2c(c1=O)SC(C)C2 (centres undefined)
[7] O=C(Nc1ccc2c(c1)OCCO2)c1cccc(S(=O)(=O)N2CCCCC2)c1
[8] COc1ccc(C2=NOC(Cn3nc(C(=O)NCc4ccccc4OC)cc3-c3ccccc3)C2)cc1 (centres undefined)

assay / entry,1,2,3,4,5,6,7,8
MEX-5 binding,-2.0,-3.3,1.6,.,0.4,-1.3,0.9,-0.2
ZTA counter,19,-6,-3,4,6,-16,18,5
CR mimetic SO,91,91,112,102,102,105,91,.
BCLXL inh,1,3,-6,-1,4,3,4,5
EBNA-1 inh,-5,-11,2,.,-7,-4,5,3
MCL1 BIM primary,0,1,-6,-2,2,2,4,2
GLD-1 TGE inh,-6,-3,0,3,2,7,5,-1
Efflux pump inh,-0.1,0.0,0.1,0.1,0.4,0.1,-0.1,.
Fam108B inh,1,2,0,.,0,2,2,-5

[9] CC1(C)O[C@H]2CC(=O)OC[C@]23[C@H]2CC[C@@]4(C)[C@H](c5ccoc5)OC(=O)[C@H]5O[C@]54[C@]2(C)[C@@H](O)C[C@@H]13
[10] Cc1cccc(CNc2ncnc3ccc(-c4ccc5c(c4)OCCO5)cc23)c1
[11] O=C(CSc1n[nH]c(-c2ccccn2)n1)Nc1ccccc1
[12] O=C1c2ccccc2-c2ncnc3c(N4CCOCC4)cc(N4CCOCC4)c1c23
[13] COc1cc(C2C(C#N)=C(N)N(c3cccnc3)C3=C2C(=O)CCC3)ccc1O (centres undefined)
[14] COc1ccc2c(c1)C1=C(CC2)C(c2ccc(C)cc2)NC(=S)N1 (centres undefined)
[15] COc1cc(NC(=O)CSc2nccc(=O)[nH]2)c(C)cc1[N+](=O)[O-]
[16] Cc1ccc(NC(=O)CN(C)C(=O)COC(=O)c2nccnc2N)cc1

assay / entry,9,10,11,12,13,14,15,16
MEX-5 binding,.,.,-1.7,-11,-4.9,1.7,0.4,.
ZTA counter,-5,7,-9,10,-12,-5,-4,9
CR mimetic SO,85,92,101,107,94,124,98,89
BCLXL inh,-5,4,0,49*,26,-4,6,4
EBNA-1 inh,.,.,2,10,5,7,4,.
MCL1 BIM primary,-1,4,5,49*,17,-1,4,8
GLD-1 TGE inh,-2,2,-1,48*,18,-5,-5,3
Efflux pump inh,-0.2,0.0,0.3,-0.2,-0.1,-0.1,-0.2,0.0
Fam108B inh,.,.,0,0,10,0,-4,.

[17] CC1CCN(S(=O)(=O)c2ccc(C(=O)Nc3nnc(-c4ccccn4)o3)cc2)CC1
[18] COc1ccc(NC(=O)c2ccc(Cl)nc2)cc1S(=O)(=O)N1CCCCC1
[19] COc1ccc2c(c1)C(NC(C)=O)C(=O)N2C (centres undefined)
[20] O=C(Nc1ccccc1)Nc1nc(-c2ccc(F)c(F)c2)cs1
[21] O=C(c1ccc([N+](=O)[O-])cc1)N(Cc1ccc(Cl)cc1)N1C(=O)CCCC1=O
[22] O=C(O)/C=C/C(=O)Nc1ccc2nccnc2c1
[23] Cc1nn(CCCC(=O)NC(C)c2ccccc2)c(=O)c2nn(-c3ccccc3)c(C)c12 (centres undefined)
[24] COc1ccc(CN(C(=S)Nc2ccccc2)C2CC(=O)N(c3ccc(F)cc3)C2=O)cc1 (centres undefined)

assay / entry,17,18,19,20,21,22,23,24
MEX-5 binding,-0.1,-2.1,-1.2,1.5,2.1,-0.7,0.9,-2.4
ZTA counter,-15,4,9,3,11,-14,-8,-15
CR mimetic SO,94,102,111,114,119,95,86,102
BCLXL inh,11,7,11,6,-3,13,-3,-1
EBNA-1 inh,9,-7,-6,-1,-7,-11,-7,-7
MCL1 BIM primary,11,-1,7,-2,3,6,3,7
GLD-1 TGE inh,-4,1,-1,-10,-1,4,-6,2
Efflux pump inh,0.3,0.1,0.0,0.1,0.6,0.0,0.0,0.0
Fam108B inh,7,3,-5,-9,-1,-2,-2,-2

[25] O=C(c1ccccc1)[C@@H]1[C@@H](C(=O)c2ccc(F)cc2)[C@@]2(C(=O)Nc3ccccc32)[C@H]2c3ccccc3C=CN12
[26] COc1cccc(NC(=O)c2ccccc2N2C(=O)C3C4C=CC(C5CC45)C3C2=O)c1 (centres undefined)
[27] CCc1ccc(NC(=S)N(CCN2CCCCC2)Cc2ccco2)cc1
[28] COC(=O)c1oc(-c2ccccc2)nc1C
[29] O=C(O)/C=C/C(=O)N1CCN(c2cccc(Cl)c2)CC1
[30] Cc1cc(C)c(S(=O)(=O)N2CCCC2)c(C)c1
[31] O=C(CN1CCN(CN2C(=O)NC3(CCCCCC3)C2=O)CC1)Nc1ccc(F)cc1
[32] CC(C)c1ccc(NC(=O)COC(=O)C2=COCCO2)cc1

assay / entry,25,26,27,28,29,30,31,32
MEX-5 binding,0.6,-2.0,.,0.2,1.4,-0.3,.,-1.1
ZTA counter,-7,-4,-9,-25,3,6,-11,-9
CR mimetic SO,100,75,88,145,125,105,99,107
BCLXL inh,33*,2,5,0,-2,2,0,0
EBNA-1 inh,-7,-11,-4,-3,9,-3,.,5
MCL1 BIM primary,28,3,3,8,-4,9,3,4
GLD-1 TGE inh,25,0,0,-2,3,2,-3,4
Efflux pump inh,0.3,0.0,0.0,-0.1,-0.1,0.1,0.1,-0.1
Fam108B inh,-3,2,0,6,3,-6,.,-1

[33] CC(C(=O)O)c1n[nH]c(=O)c2ccccc12 (centres undefined)
[34] CCOC(=O)c1cccc(NC(=O)CCS(=O)(=O)c2ccc(Br)s2)c1
[35] CCOC(=O)c1c(N=CN(C)C)c(C#N)c2n1CCCC2
[36] CCn1c(SCC(=O)Nc2cc(C)on2)nc2c([nH]c3ccccc32)c1=O
[37] O=c1[nH]n(Cc2ccccc2)c2ccccc12
[38] NS(=O)(=O)c1ccc(CCNC(=O)CNS(=O)(=O)c2cccc(Br)c2)cc1
[39] O=C(NCC(=O)N1CCN(c2ccccn2)CC1)c1ccc(Br)o1
[40] COc1ccc(C2C(C#N)=C(SCC(=O)Nc3ccc(C)cc3)NC3=C2C(=O)CC(C)(C)C3)cc1 (centres undefined)

assay / entry,33,34,35,36,37,38,39,40
MEX-5 binding,1.7,-0.1,1.0,-1.8,-2.0,2.8,-3.3,-2.9
ZTA counter,-3,19,-9,2,8,-2,-12,-3
CR mimetic SO,70,98,146,104,100,95,97,101
BCLXL inh,4,5,9,4,6,5,7,4
EBNA-1 inh,-1,7,13,-6,1,8,-14,3
MCL1 BIM primary,4,4,1,3,-2,13,8,0
GLD-1 TGE inh,-13,3,3,3,4,6,-6,5
Efflux pump inh,-0.1,-0.2,-0.2,0.1,0.1,-0.1,-0.3,-0.2
Fam108B inh,5,-3,1,3,-2,6,0,-8

5 of the compounds above, with values under each structure:
Sequence of screens: MEX-5 binding	ZTA counter	CR mimetic SO	BCLXL inh	EBNA-1 inh	MCL1 BIM primary	GLD-1 TGE inh	Efflux pump inh	Fam108B inh
[35] CCOC(=O)c1c(N=CN(C)C)c(C#N)c2n1CCCC2
  1.0	-9	146	9	13	1	3	-0.2	1
[36] CCn1c(SCC(=O)Nc2cc(C)on2)nc2c([nH]c3ccccc32)c1=O
  -1.8	2	104	4	-6	3	3	0.1	3
[37] O=c1[nH]n(Cc2ccccc2)c2ccccc12
  -2.0	8	100	6	1	-2	4	0.1	-2
[38] NS(=O)(=O)c1ccc(CCNC(=O)CNS(=O)(=O)c2cccc(Br)c2)cc1
  2.8	-2	95	5	8	13	6	-0.1	6
[39] O=C(NCC(=O)N1CCN(c2ccccn2)CC1)c1ccc(Br)o1
  -3.3	-12	97	7	-14	8	-6	-0.3	0

Next section
[41] CC1CN(C(=O)COC(=O)c2cc(Cl)ccc2Cl)CC(C)O1 (centres undefined)
[42] COc1ccc2cc(C(=O)NCCCN3CCCC3=O)[nH]c2c1
[43] COc1ccc(-c2cc(=O)c3ccccc3o2)cc1
[44] COc1cccc2cc(-c3nc4ccccc4o3)c(=O)oc12
[45] O=C(COc1ccc2c(c1)oc(=O)c1ccccc12)NCCCN1CCOCC1
[46] COc1ccc(CN(C(=O)CSc2nnc(-c3c[nH]c4ccccc34)o2)c2ccc(F)cc2)cc1OC
[47] CCN(CC(=O)Nc1ccc(NC(C)=O)cc1)Cc1c(O)ccc2cc(Br)ccc12
[48] COc1cccc(CNC(=O)N2CCN(c3ccccc3C)CC2)c1

assay / entry,41,42,43,44,45,46,47,48
MEX-5 binding,-0.6,-0.5,1.4,-0.6,2.8,0.8,-18,1.1
ZTA counter,1,11,4,10,8,3,1,5
CR mimetic SO,112,112,94,68,110,89,105,88
BCLXL inh,0,2,1,2,4,3,11,1
EBNA-1 inh,7,7,-1,-9,0,3,3,4
MCL1 BIM primary,-1,-5,0,-2,-3,2,27,-1
GLD-1 TGE inh,-1,-1,-4,4,4,-1,-2,1
Efflux pump inh,0.0,0.0,0.0,0.2,-0.1,0.2,-0.2,0.1
Fam108B inh,0,-1,4,-2,3,-13,2,1

[49] O=S(=O)(N/N=C\c1ccc2c(c1)OCO2)c1ccc(Cl)cc1
[50] CCOc1ccc(NC(=O)c2cccc3c2C(=O)N(Cc2cccnc2)C3)cc1
[51] CC(=O)c1ccc(S(=O)(=O)N2CCN(C(=O)c3ccc(-n4nc(C)c(Cl)c4C)cc3)CC2)cc1
[52] Cc1ccc(OCC(=O)N/N=C/c2ccco2)cc1

assay / entry,49,50,51,52
MEX-5 binding,0.3,-1.1,.,0.9
ZTA counter,-9,1,5,17
CR mimetic SO,91,105,102,96
BCLXL inh,6,-3,4,7
EBNA-1 inh,13,2,.,5
MCL1 BIM primary,6,-5,7,5
GLD-1 TGE inh,-12,-2,0,-4
Efflux pump inh,-0.6,0.1,0.2,0.0
Fam108B inh,-3,-2,.,3
